Bioassay records as filed in PubChem.
procasp3 activ: activators of human procaspase-3 | recombinant procaspase-3 D3A, Ac-DEVD-pNA absorbance 405 nm | activation, % at 8.5 µM | actives 0.11% (n = 330,000) | AID 463141;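 active = activation above the mean of all tested compounds plus 3 SD, cut at about 21% in these data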;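 also: 0% = DMSO alone and 100% = DMSO wells spiked with extra 5 µM PC-3 D3A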
Target sequence (P42574 whole entry D9A/D28A/D175A): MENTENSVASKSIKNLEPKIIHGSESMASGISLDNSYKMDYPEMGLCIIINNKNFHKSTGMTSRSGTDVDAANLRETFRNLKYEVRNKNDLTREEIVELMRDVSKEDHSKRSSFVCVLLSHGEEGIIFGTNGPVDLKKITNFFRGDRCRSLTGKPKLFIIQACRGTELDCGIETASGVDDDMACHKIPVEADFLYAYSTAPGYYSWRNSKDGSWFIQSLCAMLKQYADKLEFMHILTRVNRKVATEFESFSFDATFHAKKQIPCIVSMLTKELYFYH
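Test system: Procaspase-3 D3A mutant, all three cleavage aspartates alanine | Dosing: Single dose, 8.5 µM nominal compound, 0.8% DMSO | Schedule: 1 h preincubation, 2 h reaction | Technique: 405 nm absorbance of p-nitroaniline, reads at 0 and 120 min | Repeats: One well per compound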
AHR activator: activators of human aryl hydrocarbon receptor; P35869; actives 2.5% (n = 320,000); activation, % at 5 µM; AHR-responsive luciferase reporter cells, luminescence; in the data active = activation above about 47%;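 also: 0% = vehicle wells and 100% = reference agonist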
PAFAH2 FP inh: inhibitors of human PAFAH2 | actives 0.99% (n = 340,000) | inhibition, % at 3.39 µM | recombinant PAFAH2, FP-rhodamine activity probe, fluorescence polarization;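 active = inhibition above the mean over all tested compounds plus 3 SD, cut at about 30% in these data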;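 also: inhibitors block probe labeling of enzyme so polarization drops; 0% = enzyme with DMSO and 100% = wells lacking PAFAH2 protein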
TPT1 inhibitor: inhibitors of Candida albicans tRNA 2'-phosphotransferase TPT1; actives 0.81% (n = 300,000); AID 1962; inhibition, % at 5 µM; recombinant caTPT1, FP RNA substrate dephosphorylation;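 active = inhibition above the mean of all tested compounds plus 3 SD, set per screening campaign, cut at about 24% in these data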;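 also: plate controls were DMSO alone for no effect and ferristatin control at 100 nM for full effect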
PP1 inh: counter-screen for PP5 inhibitors: inhibitors of human PP1-alpha; P62136; purified PP1alpha, OMFP fluorescence; inhibition, % at 6.7 µM; actives 0.9% (n = 320,000); AID 2235;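 active = inhibition above the mean inhibition of all tested compounds plus 3 SD, computed separately for each screening campaign, cut at about 15% in these data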
Target sequence (P62136 whole entry, looked up): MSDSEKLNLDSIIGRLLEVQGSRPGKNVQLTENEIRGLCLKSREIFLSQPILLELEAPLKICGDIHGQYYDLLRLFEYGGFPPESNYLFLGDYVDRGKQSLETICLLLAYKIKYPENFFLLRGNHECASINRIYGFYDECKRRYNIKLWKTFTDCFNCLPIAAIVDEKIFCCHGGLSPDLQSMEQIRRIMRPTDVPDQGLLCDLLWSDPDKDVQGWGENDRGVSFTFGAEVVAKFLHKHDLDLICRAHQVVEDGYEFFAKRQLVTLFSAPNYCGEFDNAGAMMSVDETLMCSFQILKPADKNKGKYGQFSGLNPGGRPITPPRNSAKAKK
procasp7 counter: counter-screen for procaspase-3 activators: activators of human procaspase-7; P55210; recombinant procaspase-7, Ac-DEVD-pNA absorbance 405 nm; D23A/D198A/D206A triple mutant, cannot self-cleave; scale: DMSO 0, 5 µM enzyme 100; activation, % at 8.5 µM; actives 0.093% (n = 330,000); AID 463210;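 active = percent activation above the screen-wide mean plus 3 SD, cut at about 25% in these data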
Target sequence (P55210 whole entry D23A/D198A/D206A): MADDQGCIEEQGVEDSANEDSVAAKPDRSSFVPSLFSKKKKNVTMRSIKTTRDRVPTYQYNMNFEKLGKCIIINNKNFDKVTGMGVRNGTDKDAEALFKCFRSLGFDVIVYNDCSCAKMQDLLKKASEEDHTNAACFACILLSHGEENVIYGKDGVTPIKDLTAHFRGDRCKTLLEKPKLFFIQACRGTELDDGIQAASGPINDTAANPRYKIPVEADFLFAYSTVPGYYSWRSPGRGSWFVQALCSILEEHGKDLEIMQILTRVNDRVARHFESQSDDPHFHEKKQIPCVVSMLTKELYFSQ
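System: Uncleavable procaspase-7 mutant enzyme; Amount: 2 µM procaspase-7 mutant as dispensed; Schedule: 1 h compound preincubation, 2 h substrate cleavage, 25 °C; Measured by: 405 nm absorbance of p-nitroaniline; Evaluation: percent activation from buffer-corrected 0–120 min absorbance change; Control set: low DMSO alone, high DMSO plus 5 µM PC-7.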
HCV core dimer: HCV core protein dimerization inhibition. actives 0.33% (n = 300,000). TR-FRET GST/Flag-core106 dimerization, 1536-well. inhibition, % at 5 µM. AID 1899;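 active = inhibition above the mean of all tested compounds plus 3 SD, set per screening campaign, cut at about 45% in these data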
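Test system: GST/Flag-tagged HCV core106 proteins; Medium: KF-containing HEPES buffer, pH 7.45, DTT, CHAPS, BSA; Times: compound-protein-antibody incubation 4 h at 22.5 °C; Detection: TR-FRET 671 and 617 nm emission; Benchmarks: wells lacking GST-core106 and wells with excess unlabelled core106.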
PP5 inh: inhibitors of human protein phosphatase 5 (PP5); actives 0.18% (n = 320,000); inhibition, % at 6.7 µM; purified PP5c, OMFP substrate fluorescence; P53041;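 active = inhibition above the campaign's mean inhibition across all tested compounds plus 3 SD, cut at about 9.5% in these data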;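 also: 0% = DMSO only and 100% = 100 µM cantharidin control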
Fh CTSL1 inh: counter-screen for PFM18AAP inhibitors: inhibitors of F. hepatica cathepsin L1; actives 0.49% (n = 300,000); recombinant F. hepatica cathepsin L1, Z-Leu-Arg-MCA fluorescence; inhibition, % at 5.96 µM; AID 1906;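 active = inhibition above the mean of all tested compounds plus 3 SD, set per screening campaign, cut at about 17% in these data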;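 also: 0% = plate median of test compound wells and 100% = 1 µM Z-Phe-Ala-diazomethylketone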
Active calls of the source: *; / = no result given.

Start of the listing, in advance (6 entries):
SMILES	procasp3 activ	AHR activator	PAFAH2 FP inh	TPT1 inhibitor	PP1 inh	procasp7 counter	HCV core dimer	PP5 inh	Fh CTSL1 inh
O=C(/C=C/c1ccco1)Nc1ccc2c(c1)OCCO2	-2	22	2	1	2	-3	-3	0.9	9
COc1ccc(CN(C(=O)c2ccc(C)cc2)c2cccc(N)c2)cc1	-4	8	-2	12	5	-2	5	0.2	-1
CC(C)CNC(=O)c1cccc(NC(=O)C2CCCO2)c1 (stereo unspecified)	1	1	1	-2	-2	4	-5	2.8	-3
O=C(CSc1ccc2nnc(CCNS(=O)(=O)c3ccccc3)n2n1)Nc1nc2ccccc2s1	0	10	5	5	0	4	1	0.2	-1
CC(=O)C1=C(O)C(=O)N(c2ccc(O)cc2)C1c1cccc(F)c1 (stereo unspecified)	4	-1	2	4	2	18	-3	-0.6	0
CCn1c2ccccc2c2nnc(SCC(=O)Nc3cc(C)on3)nc21	-2	2	7	-5	1	-6	1	5.2	1

This part in full, previewed entries included:
SMILES	procasp3 activ	AHR activator	PAFAH2 FP inh	TPT1 inhibitor	PP1 inh	procasp7 counter	HCV core dimer	PP5 inh	Fh CTSL1 inh
O=C(/C=C/c1ccco1)Nc1ccc2c(c1)OCCO2	-2	22	2	1	2	-3	-3	0.9	9
COc1ccc(CN(C(=O)c2ccc(C)cc2)c2cccc(N)c2)cc1	-4	8	-2	12	5	-2	5	0.2	-1
CC(C)CNC(=O)c1cccc(NC(=O)C2CCCO2)c1 (stereo unspecified)	1	1	1	-2	-2	4	-5	2.8	-3
O=C(CSc1ccc2nnc(CCNS(=O)(=O)c3ccccc3)n2n1)Nc1nc2ccccc2s1	0	10	5	5	0	4	1	0.2	-1
CC(=O)C1=C(O)C(=O)N(c2ccc(O)cc2)C1c1cccc(F)c1 (stereo unspecified)	4	-1	2	4	2	18	-3	-0.6	0
CCn1c2ccccc2c2nnc(SCC(=O)Nc3cc(C)on3)nc21	-2	2	7	-5	1	-6	1	5.2	1
COc1ccccc1CC(=O)NCC(c1ccco1)N1CCCCC1 (stereo unspecified)	7	2	-6	-3	2	7	1	-1.5	4
Cc1cc(C)nc(/N=C2\NC(=O)CC(C(=O)O)N2c2ccc(Cl)cc2Cl)n1 (stereo unspecified)	4	1	3	-4	-3	-9	6	0.3	-3
COC(=O)C(C)(N)Cc1ccc(O)cc1 (stereo unspecified)	2	1	6	0	-8	2	-14	3.6	-5
O=C(CN1CCN(S(=O)(=O)c2ccccc2F)CC1)NC1CCCC1	-2	0	4	-1	-3	-9	-2	1.4	-2
CC(C(=O)N1CCOCC1)n1cc([N+](=O)[O-])cn1 (stereo unspecified)	4	-1	-3	-1	-3	8	-2	-1.8	5
Cc1ccc(NC(=S)N2CCCC(c3nc4ccccc4[nH]3)C2)cc1 (stereo unspecified)	-7	0	4	2	-2	-5	5	0.8	14
CCn1cc(S(=O)(=O)NCc2ccccc2Br)cn1	5	-3	-4	0	-5	2	-6	-1.7	1
CCCCN1C(=O)/C(=C(/C#N)C(=O)N2CCCC2)c2ccccc21	4	1	-1	0	-3	4	-4	0.0	-3
O=C(NC1CCS(=O)(=O)C1)c1ccc(N2CCCCC2)c([N+](=O)[O-])c1 (stereo unspecified)	-5	7	-5	-2	-1	12	-3	1.4	-6
Cc1ccc(C)c2[nH]c(=O)c(CN(CCCN(C)C)C(=O)NCc3ccccc3)cc12	-2	3	10	-3	-3	10	-2	3.5	-2
COc1ccc(/C=N/NC(=O)COc2cccc3cccnc23)cc1OC	11	36	6	0	-2	11	-3	1.0	1
COc1cc(Cl)ccc1OCc1cc(C(=O)N2C[C@@H]3CCC[C@H]2C3)no1	-4	21	3	1	-2	-2	3	-0.7	-2
O=C(O)c1ccc2c(=O)n3c(nc2c1)/C(=C/c1cccc(Cl)c1Cl)CC3	-2	5	-4	-1	-2	8	4	-1.9	4
O=C(c1ccc(N2CCCCS2(=O)=O)cc1)N1CCN(c2ccccc2F)CC1	5	5	3	2	-1	5	9	0.8	1
CC(Oc1ccc(C(C)(C)C)cc1)C(=O)NCC(c1ccco1)N1CCCC1 (stereo unspecified)	-1	2	7	/	4	4	/	1.5	/
Cc1ccc2nc3c(cc2c1)CN(Cc1ccco1)C(=NCC1CCCO1)S3 (stereo unspecified)	-10	-2	-5	0	2	-11	10	-0.6	5
c1ccc(CN2CCN(c3nc(NCc4ccco4)c4ccccc4n3)CC2)cc1	5	0	6	-1	3	7	5	-0.7	3
Cc1nc2ccccn2c1-c1ccnn1S(=O)(=O)c1ccc(F)cc1	-3	2	12	-2	-4	0	-1	-0.6	-4

For convenience, some entries already given.
SMILES	procasp3 activ	AHR activator	PAFAH2 FP inh	TPT1 inhibitor	PP1 inh	procasp7 counter	HCV core dimer	PP5 inh	Fh CTSL1 inh
CCn1cc(S(=O)(=O)NCc2ccccc2Br)cn1	5	-3	-4	0	-5	2	-6	-1.7	1
CCCCN1C(=O)/C(=C(/C#N)C(=O)N2CCCC2)c2ccccc21	4	1	-1	0	-3	4	-4	0.0	-3
O=C(NC1CCS(=O)(=O)C1)c1ccc(N2CCCCC2)c([N+](=O)[O-])c1 (stereo unspecified)	-5	7	-5	-2	-1	12	-3	1.4	-6

Further compounds
SMILES	procasp3 activ	AHR activator	PAFAH2 FP inh	TPT1 inhibitor	PP1 inh	procasp7 counter	HCV core dimer	PP5 inh	Fh CTSL1 inh
O=C(Cn1c(=O)oc2ccccc21)N1CCN(c2ccccc2)CC1	-8	6	6	2	-2	1	0	0.1	1
O=C(CNC(=O)/C=C/c1ccco1)N=Nc1c(O)[nH]c2ccccc12	1	9	11	-1	8	-1	13	0.4	7
COC(=O)CCc1sc(NC2CCCCC2)nc1-c1ccc(OC)cc1	-9	14	3	7	2	-12	4	2.3	-3
COc1ccc(C(=O)c2ncc(C(F)(F)F)cc2Cl)cc1	2	0	8	-3	-2	-5	-2	2.0	-1
COC(=O)c1ccc(NC(=O)c2ccc(CN3CCOCC3)cc2)cc1	1	-3	0	-5	-8	-12	1	3.6	-1
CC12CN3CC(C)(CN(C1)C3c1ccc(Cl)cc1Cl)C2O (stereo unspecified)	-1	-1	13	4	-5	6	-2	3.6	-2
CC1C(=O)Nc2ccccc2N1C(=O)c1c(F)cccc1F (stereo unspecified)	5	0	4	-1	-1	5	0	1.1	1
COc1cc(C(c2nnnn2C(C)(C)C)N2CCN(C)CC2)cc(OC)c1OC (stereo unspecified)	7	15	-3	-6	-1	12	-3	-1.1	0
COc1ccc(C(=O)/C=C\c2ccc(NC(=O)c3cccs3)cc2)cc1	3	5	-12	-2	0	10	3	0.0	2
CCCN(CC(=O)Nc1ccccc1C)C(=O)c1cn2ccccc2n1	0	18	0	/	2	7	/	1.6	/
CC(C)(C)OC(=O)N/N=C\c1ccc(OC(=O)c2ccco2)cc1	-3	27	14	-10	-1	-1	-1	0.4	-7
CCn1c(SCC(=O)N2c3ccccc3CC2C)nnc1-c1ccco1 (stereo unspecified)	5	4	-5	-1	-3	8	5	1.0	-4
N#C/C(=C\c1ccccn1)c1nc2ccccc2s1	-5	11	7	23	0	-7	-1	-0.9	10
CCN(Cc1cnn(C)c1)Cc1nc(C(c2ccccc2)c2ccccc2)no1	1	3	0	0	-4	2	0	-1.3	3
CCc1cccc(CC)c1NC(=O)CO/N=C(\C)c1cccs1	-1	0	0	4	-3	5	4	-1.7	0
C[C@H](NC(=O)c1[nH]cnc1C(=O)Nc1ccccc1)c1ccccc1	2	9	10	/	0	12	/	2.2	/
CCSc1nc(-c2ccccc2)c(-c2ccccc2)n1CC(O)CO (stereo unspecified)	-4	-2	4	-1	-3	-2	4	3.1	-1
COc1ccc(NC(=O)CSc2nc(N)cc(N)n2)cc1S(=O)(=O)N1CCCCC1	-12	0	4	/	-5	-22	/	-0.6	/
O=C1/C(=C/c2ccc(N3CCCC3)cc2)NC(=S)N1C1CC1	-32	3	-20	162*	-1	-30	-32	3.6	5
Cc1cc(Cl)cc(C)c1OCC(=O)O	2	1	0	4	-4	9	4	-2.8	-1
O=C(c1ccc(=O)[nH]c1)N(Cc1ccco1)C1(C(=O)NC2CCCC2)CCCCC1	-4	0	-7	4	6	-13	-2	0.3	-1
O=C(OCc1nnc(-c2ccccc2)o1)c1ccco1	17	-1	45*	-6	-2	14	0	1.1	-10
Cc1ccc(NC(=O)CN2CCc3ccccc3C2)cc1F	11	3	5	0	-6	-4	0	2.2	1
c1ccc(-n2nnnc2NCCc2c[nH]c3ccccc23)cc1	-13	20	-6	-4	-3	-7	-6	2.9	-1

Full records as entered above. Order of values: procasp3 activ	AHR activator	PAFAH2 FP inh	TPT1 inhibitor	PP1 inh	procasp7 counter	HCV core dimer	PP5 inh	Fh CTSL1 inh
N#C/C(=C\c1ccccn1)c1nc2ccccc2s1 is entered as -5	11	7	23	0	-7	-1	-0.9	10
CCc1cccc(CC)c1NC(=O)CO/N=C(\C)c1cccs1 is entered as -1	0	0	4	-3	5	4	-1.7	0
O=C1/C(=C/c2ccc(N3CCCC3)cc2)NC(=S)N1C1CC1 is entered as -32	3	-20	162*	-1	-30	-32	3.6	5
c1ccc(-n2nnnc2NCCc2c[nH]c3ccccc23)cc1 is entered as -13	20	-6	-4	-3	-7	-6	2.9	-1

Additional compounds
SMILES	procasp3 activ	AHR activator	PAFAH2 FP inh	TPT1 inhibitor	PP1 inh	procasp7 counter	HCV core dimer	PP5 inh	Fh CTSL1 inh
CC(=O)c1cc(CC(=O)N2CCc3c([nH]c4ccccc34)C2c2ccccn2)cs1 (stereo unspecified)	-1	7	-10	-7	-3	6	2	1.8	-2
O=C(Nn1cnnc1)c1cc2cc(Br)ccc2oc1=O	-7	-1	8	-4	-4	-2	-4	0.7	2
Cc1c(C)c2ccc(OC(C)C(=O)NCc3ccccn3)cc2oc1=O (stereo unspecified)	23*	1	7	-1	-3	-7	-7	-0.8	3
O=C1CSC(c2ccco2)N1 (stereo unspecified)	6	1	3	-3	-4	6	3	0.3	-5
C=CCNC(=S)Nc1ccc(C)c(S(=O)(=O)N2CCCCC2)c1	2	9	10	-4	-2	2	0	0.2	-2
CCC(C)NC(=O)Nc1ccc(Br)cc1 (stereo unspecified)	-2	11	-5	1	-3	1	-23	1.8	5
CCCSc1nc(N)nc(-c2cccs2)c1C#N	-1	-4	-3	3	0	0	11	1.3	2
O=C(c1sc2cc([N+](=O)[O-])ccc2c1Cl)N1CCOCC1	-2	-2	-2	-4	0	0	4	1.8	-1
